High-throughput results (PubChem BioAssay)
JMJD2A Tudor inh: blocks the human JMJD2A Tudor domain | O75164 | AlphaScreen JMJD2A-Tudor / H3K4me3 peptide binding | Potency, µM (highest dose often 114 µM), without a hit: at the top dose activity change, negative = inhibition, hits mostly inhibitors | actives 4.4% (n = 390,000) | AID 504339; further: potency means the concentration at half of the fitted maximal effect; on the % scale 0 is the no-effect control and ±100 the full control effect; nearly all actives have a fitted effect of over 50% in size
GLS inh: blocks human kidney-isoform glutaminase activity. O94925. GLS enzymatic activity, qHTS titration. Potency, µM (titrated, usually from 45.5 µM), for inactives: at the highest dose activity change, negative = inhibition, actives largely listed as inhibitors. actives 0.21% (n = 410,000). AID 624170; further: potency means the concentration at half of the fitted maximal effect; on the % scale 0 is the no-effect control and ±100 the full control effect
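Read-out is an Amplex red fluorescence increase coupled through glutamate oxidase and HRP, measured before and after 30 min room-temperature incubation. hKGA is in 45 mM KH2PO4 (pH 8.2) with 0.02% Tween-20; glutamine added as 1mM solution.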
Pin1 inh: inhibitors of human Pin1; AID 504891; Pin1 FP peptide displacement, HiFluor488, 10 min; Potency, µM (series often up to 115 µM), for inactives: at the highest dose activity, negative = inhibition, most hits filed as inhibitors; actives 0.009% (n = 390,000); active means well fitted inhibition curve with a large enough effect in the polarisation, with a control signal flat, not every such curve was filed as active; inconclusive means small, poorly fitted or top-dose-only effect, or effect the other way, or a change in a side signal; inactive means no such curve, though single readings can be large or run the other way; the % refers to the polarisation; further: potency means the concentration at half of the fitted maximal effect; on the % scale 0 is the no-effect control and ±100 the full control effect
ERG Ets-DNA blk: inhibitors of human ERG Ets domain-DNA interaction; P11308; fluorescence polarization, His-ERG Ets domain / labelled DNA; Potency, µM (doses to about 76.9 µM), without a hit: top-dose FP activity, negative = inhibition, most hits filed as inhibitors; actives 0.028% (n = 370,000); AID 624246; active means well fitted inhibition curve with a large enough effect in the polarisation, with a control signal flat; inconclusive means small, poorly fitted or top-dose-only effect, or effect the other way, or a change in a side signal; inactive means no such curve, though single readings can be large or run the other way; the % refers to the polarisation;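 further: polarization taken with two DNA probes labelled with fluorescein and Texas red; potency means the concentration at half of the fitted maximal effect; % of control where 0% means no effect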
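His-tagged ERG Ets domain (1 uM in the protein solution; 300mM KCl, 50mM Tris-HCl, 1mM EDTA, 1mM DTT, pH 7.5) received compound, then a probe mix of 5 nM fluorescein-DNA and 100nM Texas-615-DNA. Fluorescence polarization was read for both dyes.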
BAZ2B block: blocks human BAZ2B; Q9UIF8; AlphaScreen BAZ2B-H3K14Ac peptide displacement; Potency, µM (top dose mostly 114 µM), for the others: at the top dose activity change, negative = inhibition, actives largely listed as inhibitors; actives 4.4% (n = 360,000); AID 504333; further: potency means the concentration at half of the fitted maximal effect; on the % scale 0 is the no-effect control and ±100 the full control effect; nearly all actives have a fitted effect of over 60% in size
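In this displacement format the biotinylated H3(5-23) peptide acetylated at Lys14 serves as ligand at 50 nM, with BAZ2B at 50 nM in PBS pH 7.4 containing 0.01% Tween-20. Donor and acceptor beads are 10 ug/mL final.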
G9a block: blocks human histone lysine methyltransferase G9a. Q96KQ7. G9a H3K9 monomethylation, AlphaScreen, 2 h. Potency, µM (highest dose often 102 µM), for inactives: at the top dose activity, negative = inhibition, actives largely listed as inhibitors. actives 8.8% (n = 350,000). AID 504332; further: potency means the concentration at half of the fitted maximal effect; on the % scale 0 is the no-effect control and ±100 the full control effect; nearly all actives have a fitted effect of over 75% in size
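Step 1: enzyme (final 20 nM) with compound, 15 min RT. Step 2: substrate peptide 500 nM and SAM 20 uM, 2 h RT. Step 3: anti-H3K9me1 antibody and AlphaScreen beads, 10 min, then plate read.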
Tb PGK inh: T. brucei PGK inhibition; Potency, µM (top dose mostly 57.5 µM), without a hit: at the top dose activity change, negative = inhibition, hits mostly inhibitors; actives 0.043% (n = 380,000); PGK/GAPDH coupled, Kinase-Glo luminescence, 60 min; further: potency means the concentration at half of the fitted maximal effect; on the % scale 0 is the no-effect control and ±100 the full control effect; nearly all actives have a fitted effect of over 60% in size
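Luminescent ATP detection (Kinase-Glo Plus) follows a 60-minute room-temperature incubation, with wells lacking PGK as controls. Buffer: 100 mM TEA (pH 7.6), 5 mM MgCl2, 0.01% Tween-20. Coupling enzyme GAPDH (100 nM final) supplies unstable 1,3-BPG in-well.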
PI4K2A inh: PI4K2A (human) kinase inhibition. Q9BTU6. purified PI4K2A, ADP-Glo luminescence, 1 h; stronger effect = lower value. activity change, negative = inhibition, % at 76.9 µM. actives 0.13% (n = 420,000). AID 1346378; in the data active means activity change below about -50%; inconclusive means mostly about -30% to -49%;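 further: -100% = wells without enzyme as full effect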
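In this quantitative HTS, ADP production by PI4K2A was quantified luminescently after 1 h at ambient temperature; 100 microM adenosine served as plate-quality control.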
HP1b binding inh: HP1-beta chromodomain-methylated histone interaction inhibition. P83916. Potency, µM (highest dose often 114 µM), for inactives: at the top dose activity change, negative = inhibition, usual class: inhibitors. actives 0.56% (n = 390,000). AID 540317. AlphaScreen HP1-beta / biotin-H3K9me3 peptide binding; further: potency means the concentration at half of the fitted maximal effect; nearly all actives have a fitted effect of over 70% in size; inactives centre near 23
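AlphaScreen: HP1-beta (50 nM) preformed 30 min with biotin-H3(1-18)K9me3 peptide (50 nM) in PBS pH 7.4, 0.01% Tween-20. Compound added for 30 min at RT, then streptavidin donor/nickel chelate acceptor beads (10 ug/mL) for 30 min.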
An asterisk follows results filed as active; i = inactive; ? = inconclusive; · = no result given; & = joins results of further samples; [ ] = dose if it differs, or a comment. Unless noted, the call rests on the fitted dose curve; in most records, active means well fitted curve in the direction sought with a large enough effect; inconclusive means small, poorly fitted or top-dose-only effect, or another doubt; inactive means no such curve, though single readings can be large; an effect the other way counts as inactive or inconclusive.

Compound	JMJD2A Tudor inh	GLS inh	Pin1 inh	ERG Ets-DNA blk	BAZ2B block	G9a block	Tb PGK inh	PI4K2A inh	HP1b binding inh
Cc1cccn2c(=O)c3cc(C(=O)NC(C)c4ccccc4)c(=N)n(CCCn4ccnc4)c3nc12 (stereo unspecified)	-20%	?	1%	6%	-24%	-27%	7%	0	8%
O=C(c1ccccc1)N1CCCCCC1	-6%	-10%	-8%	-10%	7%	28%	i	-7	28%
Cc1c(Cl)cccc1NC(=O)Nc1nnc(N2CCCCCC2)s1	-14%	-7%	-5%	0%	3%	-5%[59 µM]	-2%	-1	18%
Cc1ccccc1CSc1nncn1N	11%	-11%	4%	3%	6%	-39%[12.7 µM]	-9%	4	37%
O=c1[nH]c2cc3c(cc2cc1CN(CCO)S(=O)(=O)c1ccccc1Cl)OCCO3	-19%	-1%	?	-2%	6%	16%[12.7 µM]	0%	-3	21%
CC(=O)NC12CC3CC(C1)CC(C(=O)N(C)CC(=O)Nc1ccc(F)c(F)c1F)(C3)C2	-8%	-3%	3%	-3%	-8%	4%[12.7 µM]	-3%	-5	34%[activator]
O=C(CN(Cc1ccco1)C(=O)c1cccc(Cl)c1)Nc1c(Cl)cc(Cl)cc1Cl	-15%[57.1 µM]	-8%	0%	-8%	-1%	4%[12.7 µM]	1%	-3	67%[activator]
CC(=O)NC(=S)Nc1ccc(NC(=O)COc2ccc(Cl)cc2Cl)cc1	-17%	2%	13%	-2%	30%	-2%[12.7 µM]	i	-3	33%
COc1ccc(NC(=O)CN(C)C(=O)c2cn(-c3ccccc3)nc2-c2cccnc2)cc1	-19%	6%	12%	8%	-25%	4%[59 µM]	i	-4	13%
COc1ccc(CC(=O)N2CCc3cc(OC)c(OC)cc3C2COc2cc(C)cc(C)c2)cc1OC (stereo unspecified)	?	5%	26%	-1%	?	?	-13%	-2	3%
O=C(O)COc1ccccc1/C=N/NC(=O)c1ccc(F)cc1	-16%	4%	-2%	-4%	?	45µM*	0%	-7	16%
COc1cccc(N2CCN(C(=O)NC3CCCCC3)CC2)c1	-8%	7%	-6%	-12%	-1%	4%[12.7 µM]	1%	1	12%
CN(C)/N=C/C=C1\CC/C(=C\c2ccc(Br)cc2)C1=O	-30%	-1%	?	5%	?	50µM*	-7%	2	-8%
O=C(O)C(O)(c1ccccc1)C(O)c1ccccc1 (stereo unspecified)	-30%	6%	1%	1%	·	·	-2%	-1	17%
CC1CCN(CCNC(=O)CCS(=O)(=O)c2ccc(Br)cc2)CC1	-2%	7%	-2%	-5%	-2%	7%[12.7 µM]	-6%	5	1%
CCc1ccc(-c2csc(NC(=O)C3CCCO3)c2C(=O)OC(C)C)cc1 (stereo unspecified)	30%	-10%	?	11%	13%	7%	-9%	-2	64%[activator]
CCNC(=O)CC1C(=O)N(c2ccc(F)cc2)C(=O)N1CCc1sccc1C (stereo unspecified)	0%	2%	0%	-1%	·	?	-5%	0	42%[activator]
CC(C)n1nc(C(=O)NCCCN2CCCC2=O)c2ccccc2c1=O	-12%	-5%	0%	-2%	-12%	33%	-2%	0	20%
O=C(c1ccco1)N1CCN(CC2CC3C=CC2C3)CC1 (stereo unspecified)	1.4µM*	14%	4%	-6%	50µM*	?	11%	10	-63%
Cc1ccc(-n2nc3c(=O)n(CCCC(=O)NCCc4ccccc4)nc(C)c3c2C)cc1	-17%&-1%	3%&4%	0%&7%	-2%&4%	-15%&7%	-3%	-1%&14%	-4&-8	22%&63%
O=C(NCCCCCc1nc2ccccc2[nH]1)c1ccccc1Cl	-13%	11%	-4%	-2%	-11%	9%[59 µM]	7%	6	34%
CC(Oc1ccc(Cl)cc1Cl)C(=O)N(C)c1ccccc1 (stereo unspecified)	0%	-4%	0%	-3%	-11%	33%	·	-2	47%[activator]
OCC1(CCOc2ccccc2)CCN(Cc2cn[nH]c2-c2ccc(F)cc2)CC1	-13%	1%	-17%	-6%	6%	·	-4%	4	21%
Cc1ccc(O)c(Cn2nnc3ccccc32)c1	-6%	1%	-7%	-2%	-3%	-3%[2.33 µM]	-4%	5	28%
Cc1nc(C)c(C(=O)OCC(=O)N2CCN(c3ccccc3)CC2)s1	-20%	14%	-10%	-1%	2%	57%[activator][59 µM]	-4%	3	9%
Cc1nc(N2CCCC2)ncc1C(=O)N1CCN(c2ccc(Cl)cc2)CC1	-17%	10%	-7%	-2%	79µM*	4%[59 µM]	·	-5	38%
CC(=O)Nc1ccc(S(=O)(=O)NCCC(=O)OCC(=O)N2CCN(C(=O)c3ccco3)CC2)cc1	-29%	-3%	-8%	0%	50µM*	·	-7%	2	7%
Cc1ccc(-c2n[nH]c(=O)c3ccccc23)cc1S(=O)(=O)NCC1CCCO1 (stereo unspecified)	1%	0%	-7%	11%	-14%	13%	-10%	0	15%
Cc1ccc(S(=O)(=O)N2CCOCC2)cc1NC(=O)COC(=O)c1ccc(OCc2c(C)noc2C)cc1	-4%	-4%	-2%	0%	-31%	-32%[59 µM]	i	2	39%
Cc1nonc1NC(=O)CSc1nnc(-c2ccoc2C)n1CC(C)C	-6%	-6%	7%	-13%	-29%	?	-1%	1	45%[activator]
Cc1ccc2[nH]c3c(c2c1)CN(C(=O)CN1c2ccc(F)cc2CCC1C)CC3 (stereo unspecified)	45µM*	2%	0%	1%	40µM*	32µM*	8%	-5	?
CCn1nnnc1SCC(=O)N1CCc2ccccc21	-5%	1%	2%	6%	·	·	3%	-1	21%
CCN(CCNC(=O)CC1Oc2ccccc2NC1=O)c1ccccc1 (stereo unspecified)	-26%	21%	0%	-10%	-24%	79µM*	11%	4	19%
Cc1ccc(N2C(=O)S/C(=C/c3cn(C)c4ccccc34)C2=O)cc1	-20%	0%	19%	-3%	-7%	1%	-4%	-2	4%
COCc1c(Br)c(C)nc(OCC(=O)O)c1C#N	-2%	2%	0%	-30%	-1%	?	0%	-1	51%[activator]
Cc1c(NC(=O)c2ccc3c(c2)OCO3)cccc1-c1nc2ccccc2s1	-9%	-8%	10%	·	5%	-7%[59 µM]	-7%	-2	31%
Cc1ccc(NC(=O)CSc2nc(=O)n(Cc3ccccn3)c3c2CCC3)cc1F	-8%	11%	-2%	1%	-3%	-5%[59 µM]	13%	2	22%
CCOC(=O)C1(Cc2ccccc2Cl)CCN(C(=O)c2cnccn2)CC1	6%	-3%	5%	-1%	-2%	6%	-2%	-1	51%[activator]
COc1nnc(-c2ccc(N3CCOCC3)c(NC(=O)C3CCCCC3)c2)c2ccccc12	-7%	15%	0%	-3%	-5%	·	0%	8	12%
COc1ccc(-c2nc3c4ccccc4n(CC(=O)Nc4cc(F)ccc4F)c(=O)n3n2)cc1	-15%	2%	-6%	-3%	-7%	-16%[59 µM]	0%	2	25%
CN(C)CCNc1nc2sc3c(c2c(=O)n1-c1ccccc1)CCCCC3	-18%	-6%	6%	3%	-10%	-37%	-2%	3	3%
O=C(Cc1ccc(S(=O)(=O)N2CCOCC2)s1)NCCC(c1ccccc1)c1ccccc1	-19%	3%	69%[activator]	-2%	-36%	?	-13%	-7	-1%
CCc1nnc2n1N=C(c1ccc(Cl)cc1)CS2	-17%	-1%	1%	0%	0%	-1%	i	5	33%
Cc1ccc(-n2c(CCc3ccccc3)n[nH]c2=S)cc1C	?	?	4%	1%	-31%	2µM*	9%	-4	6%
Cc1cc2c(c(/C=C/C(=O)c3ccccc3)c1)OC1(C=C2)Oc2ccccc2C(=O)N1C (stereo unspecified)	-33%	3%	10%	9%	?	50µM*	i	-3	16%
Cc1ccccc1C(=O)NNC(=O)C1CCN(c2ncccn2)CC1	-10%	-8%	0%	-9%	5%	?	-3%	0	21%
O=C(CN1C(=O)COc2ccc(S(=O)(=O)N3CCCCC3)cc21)NCc1ccc(Cl)cc1	-14%&-18%	-1%&2%	14%&-2%	7%&0%	-13%&-24%	30%&-6%[59 µM]	9%	-1&3	71%&46%[activator]
Cc1ccc(NC(=O)CSCC(N)=O)cc1C	-1%	-1%	-9%	-7%	6%	-5%[12.7 µM]	·	3	30%
CSc1nsc(SC)c1NC(=O)N1CCCC1	-5%	8%	3%	2%	5%	?	5%	2	28%
O=C(CSc1nnc(-c2ccccn2)n1Cc1ccccc1)N1CCOCC1	-11%	5%	-2%	-22%	?	·	i	-2	35%
CCOC(=O)c1ccc(S(=O)(=O)NNc2ccc(C(F)(F)F)cn2)cc1	-15%	3%	-2%	-2%	·	·	-1%	0	9%
COc1ccc(Cn2c(CCC(=O)Nc3cc(OC)c(OC)c(OC)c3)nc3cccnc32)cc1	-21%	5%	1%	-3%	?	-19%[59 µM]	7%	3	-10%
